# Compound activity deposited in PubChem by several laboratories.
# NS5 inhibitors – Dengue-2 NS5 methyltransferase inhibitors, primary screen, biochemical, confirmation dose response (AID 588689). Dengue-2 NS5 methyltransferase capping enzyme assay, biochemical; higher % means a stronger effect. inhibition, % at 25 µM; hits with a dose series show IC50 in µM. 0.3% of 340,000 active; in the data active = a potency from the dose series; inconclusive = inhibition above about 29% without an active follow-up result
# LYP phosphatase – inhibitors of LYP phosphatase, biochemical, fluorescence intensity, uHTS (AID 1779); 0.054% of 290,000 active; recombinant LYP phosphatase, fluorescence intensity; higher % means a stronger effect; one-dose inhibition, % at 11.5 µM; IC50 in µM for titrated hits; in the data active = inhibition above about 50%;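 also: plate controls were vehicle with enzyme for no effect and no enzyme for full effect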
# AID2073 – disruptors of CaV2.2 binding to Mint1 – biochemical, HTRF (AID 2073). HTRF protein-protein interaction, Mint1-CaV2.2; higher % means a stronger effect. inhibition, % at 20 µM, or IC50 in µM where a hit was titrated. 0.19% of 290,000 active; in the data active = inhibition mostly above about 51%, no sharp cut-off; inconclusive = no clear call, values can overlap the other calls; inactive = mostly below about 53%; also: some results filed as inactive read as strong as hits
# HIV peptide binding – cell-free HIV fusion peptide-binding blockers – biochemical, uHTS, fluorescence dequenching, primary screen (AID 1986). cell-free peptide binding, fluorescence dequenching, 30 min; higher % means a stronger effect. one-dose inhibition, % at 20 µM; IC50 in µM for titrated hits. 0.3% of 290,000 active; in the data active = inhibition mostly above about 52%, no sharp cut-off; inactive = mostly below about 76%; also: some results filed as inactive read as strong as hits
# Rac1 GTP hydrolysis – MgcRacGAP GTPase-activating activity inhibitors, confirmation, biochemical, ADP Hunter fluorescence. MgcRacGAP-stimulated Rac1 GTP hydrolysis, ADP Hunter fluorescence; higher % means a stronger effect; GST-tagged Rac1 F28L mutant substrate. inhibition, % at 30 µM, or IC50 in µM where a hit was titrated. 0.6% of 340,000 active;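 active = first-screen hits whose inhibition reached a set limit at any dose in the follow-up dose series; inconclusive = inhibition above the set first-screen limit but never retested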;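 also: fluorescence reports GDP produced by GAP-driven GTP hydrolysis; strong numbers were not always called active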
# RSV antiviral HEp-2 – RSV antiviral activity via CPE protection, HEp-2 cells, primary 10 µM value included (AID 2391). HEp-2 cells, RSV-induced CPE inhibition; higher % means a stronger effect. CPE inhibition, % at 10 µM, or IC50 in µM where a hit was titrated. 0.13% of 310,000 active; in the data active = a potency from the dose series; inconclusive = CPE inhibition mostly from about 23% at the one dose, without a potency; inactive = the rest, 99 in 100 with CPE inhibition below about 21%; also: strong numbers were not always called active
# Large T inhibition – TAg ATPase/helicase activity blockers – biochemical (AID 1903); SV40 large T antigen ATPase/helicase inhibition assay; higher % means a stronger effect; 0.39% of 310,000 active; inhibition, % at 20 µM, or IC50 in µM where a hit was titrated; in the data active = a potency from the dose series; inconclusive = inhibition mostly from about 32% at the one dose, without a potency; inactive = the rest, 99 in 100 with inhibition below about 32%; also: strong numbers were not always called active
# SIAH1 antagonists – blockers of Siah-1 interaction with plectin peptide – biochemical, fluorescence polarization, rhodamine-plectin, uHTS, primary screen (AID 1817). Siah-1 / rhodamine-plectin peptide fluorescence polarization; higher % means a stronger effect. 0.02% of 290,000 active. displacement, % at 20 µM; hits with a dose series show IC50 in µM;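 active = displacement of at least 50% at 20 µM, with a fluorescence ratio check between 0.3 and a set limit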;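 also: plate controls were Siah plus tracer with DMSO for no effect and tracer alone without Siah for full effect; strong numbers were not always called active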
# XIAP displacement – XIAP antagonists, biochemical, IAP family, fluorescence polarization (AID 1018); displacement, % at 20 µM; hits with a dose series show IC50 in µM; XIAP BIR domain, fluorescence polarization peptide displacement; higher % means a stronger effect; 0.007% of 200,000 active; in the data active = displacement above about 50%; also: a part of the inactive calls stands beside numbers as strong as those of hits
# * = called active by the depositor; ? = inconclusive; / = not tested or not shown.
SMILES,NS5 inhibitors,LYP phosphatase,AID2073,HIV peptide binding,Rac1 GTP hydrolysis,RSV antiviral HEp-2,Large T inhibition,SIAH1 antagonists,XIAP displacement
CC(=O)Nc1ccc(NC(=O)Cc2ccc(S(=O)(=O)N3CCCCC3)s2)cc1,-4%,-6%,10%,6.7%,12%,7.7%,8%,-3%,-5.4%
CC(=O)N1CCc2c(sc(NC(=O)Cc3ccccc3)c2C(N)=O)C1,-6%,-6%,-9%,0.3%,1%,0.8%,/,3%,/
COc1cc(-c2cc(C(=O)Nc3ccccc3N3CCOCC3)c3ccccc3n2)cc(OC)c1OC,-4%,12%,44%,0.2%,2%,-2.4%,10%,8%,-1.8%
CC(C)(C)NC(=O)/C=C/c1ccc(C(F)(F)F)cc1,-5%,-7%,-7%,-1.4%,12%,0.2%,8%,-6%,-3.7%
COc1ccc(-n2c(SCc3ccc([N+](=O)[O-])cc3)nnc2-c2ccc(C)cc2)cc1,4%,-2%,-14%,-2.8%,11%,12%,-45%,0%,-3.9%
Cc1ccc(OCc2cc(C(=O)NC(C)Cc3cnccn3)no2)cc1C (stereo not drawn),-9%,-15%,-3%,0.9%,7%,1.6%,18%,-3%,/
COc1ccc(CCN=C(N)C(C)c2ccccc2)cc1OC (stereo not drawn),3%,-10%,-2%,-0.2%,4%,/,23%,2%,/
CC(NC(=O)c1ccco1)C(=O)N1CCCCC1 (stereo not drawn),1%,-8%,-1%,-0.5%,4%,1.7%,13%,-2%,/
O=C(COC(=O)/C=C/c1ccccc1)Nc1cc(C(F)(F)F)ccc1N1CCOCC1,-6%,-2%,4%,-3.2%,9%,1.0%,-2%,12%,-19%
COc1cc(NC(=O)C2=C(N3CCOCC3)/C(=C\c3ccc(Br)cc3)CC2)cc(OC)c1OC,1%,3%,20%,-0.2%,6%,0.7%,0%,-1%,-13%
COC(=O)c1cc2occc2n1CC(=O)N(C)C1CCCCC1,-8%,-1%,4%,-0.8%,6%,-2.0%,4%,-5%,-1.4%
CCN1C(=O)[C@H]2[C@@H](c3ccc(C)cc3)N3C(=O)N(c4cccc(F)c4)C(=O)[C@@]3(Cc3ccc(Cl)cc3)[C@H]2C1=O,-4%,/,/,/,7%,4.7%,22%,/,/
NCC[C@H](O)C(=O)N[C@@H]1C[C@H](N)[C@@H](O[C@H]2O[C@H](CN)[C@@H](O)[C@H](O)[C@H]2O)[C@H](O)[C@H]1O[C@H]1O[C@H](CO)[C@@H](O)[C@H](N)[C@H]1O,-7%,5%,2%,1.9%,113µM*,/,10%,3%,-19%
C=CCn1c(SCC(=O)Nc2ccc(Cl)cn2)nnc1C1CC1,0%,-2%,-2%,-0.4%,6%,1.1%,6%,-2%,/
Cc1ccc(-n2c(O)c(C=NCc3ccccn3)c3ccccc3c2=O)cc1C,-9%,4%,0%,0.4%,5%,5.2%,7%,1%,-3.8%
Cc1ccc(C)c(S(=O)(=O)Nc2ccc(C(=O)NCCCN3CCOCC3)cc2)c1,-5%,/,/,/,7%,-0.9%,0%,/,/
CN1C(=S)SC(/[N+]([O-])=C\c2ccc(Cl)cc2)C1(C)C (stereo not drawn),-2%,-2%,-1%,-0.6%,5%,1.1%,0%,1%,-2.1%
Cc1cc(Nc2c(C#N)c(N)nn2C)ccc1F,1%,-4%,4%,1.2%,4%,2.5%,0%,5%,-0.1%
O=C(Nc1nc(-c2ccc(Cl)cc2)cs1)C1CCCO1 (stereo not drawn),-7%,-5%,0%,-1.3%,10%,16%,4%,4%,0.2%
Cc1ccc(CN2CCN(CC(=O)NC(C)c3ccc4c(c3)OCCO4)C2=O)cc1 (stereo not drawn),-1%,-2%,18%,-3.1%,1%,2.1%,-1%,-4%,-1.2%
CNC(=S)Nc1ccc(OC)c(OC)c1,0%,0%,0%,-1.4%,8%,2.0%,31%,3%,-1.3%
O=C(O)c1cccc(Cn2c(Cl)c(/C=N/NC(=O)c3ccco3)sc2=O)c1,-5%,-6%,-3%,3.6%,17%,0.1%,9%,-4%,/
CCOc1ccc(-n2ccc(=O)c(C(=O)Nc3ccc(S(=O)(=O)Nc4ncccn4)cc3)n2)cc1,-7%,-4%,45%,3.0%,8%,0.5%,5%,1%,/
C=CCn1c(SCC(=O)Nc2c(C)nn(Cc3ccccc3)c2C)nnc1C(O)c1ccccc1 (stereo not drawn),-7%,1%,11%,0.6%,1%,-0.3%,1%,-5%,0.1%
CN(C)CCCN(Cc1cc2cc3c(cc2[nH]c1=O)OCO3)C(=S)Nc1ccccc1,5%,-6%,-10%,-0.4%,0%,-2.0%,13%,6%,-2.4%

# Two compounds from above with just Large T inhibition and LYP phosphatase:
compound	Large T inhibition	LYP phosphatase
Cc1ccc(C)c(S(=O)(=O)Nc2ccc(C(=O)NCCCN3CCOCC3)cc2)c1	0%	/
CCN1C(=O)[C@H]2[C@@H](c3ccc(C)cc3)N3C(=O)N(c4cccc(F)c4)C(=O)[C@@]3(Cc3ccc(Cl)cc3)[C@H]2C1=O	22%	/

# Remaining list, next part:
SMILES,NS5 inhibitors,LYP phosphatase,AID2073,HIV peptide binding,Rac1 GTP hydrolysis,RSV antiviral HEp-2,Large T inhibition,SIAH1 antagonists,XIAP displacement
O=C(CCCc1nc(-c2ccccc2Cl)no1)NC1CCCC1,-18%,-11%,10%,0.1%,0%,2.0%,7%,0%,/
COc1ccccc1CNC(=O)C1CCCCN1S(=O)(=O)c1ccccc1 (stereo not drawn),14%,-2%,7%,2.0%,0%,2.4%,8%,1%,/
O=C(OCc1nnc(-c2ccccc2)o1)c1cccc(S(=O)(=O)N2CCOCC2)c1,7%,/,/,/,6%,0.3%,10%,/,/
Cc1cccc(C(=O)Nc2ccc(N3CCN(c4ccc(C(F)(F)F)cn4)CC3)nc2)c1,4%,-5%,14%,1.5%,8%,/,1%,-7%,/
O=C(COc1cc(Cl)c(Cl)cc1Cl)Nc1ccncc1,-2%,0%,-5%,1.4%,-2%,6.8%,-3%,5%,-4.0%
O=C(/C=C/c1ccc(Cl)cc1Cl)NCCSCc1ccccc1,0%,1%,13%,-0.5%,1%,9.6%,5%,4%,-7.0%
O=C(CN1C(=O)S/C(=C/c2cccnc2)C1=O)N1CCOCC1,5%,-1%,1%,-2.9%,7%,-0.1%,9%,3%,-3.9%
Cc1ccc(C2SCCN2C(=O)c2ccc([N+](=O)[O-])cc2)cc1 (stereo not drawn),-3%,-1%,10%,-1.1%,5%,2.8%,12%,1%,-3.9%
Cc1ccc(S(=O)(=O)Oc2ccc(C3C4=C(CCCC4=O)OC4=C3C(=O)CCC4)cc2)cc1,2%,8%,37%,0.8%,6%,8.2%,1%,-1%,-3.9%
Cc1cccc(C)c1NC(=O)CC(NCc1ccco1)C(=O)O (stereo not drawn),1%,2%,-3%,0.7%,3%,0.6%,-4%,0%,-1.3%
NC(=S)Nc1ncc(C(F)(F)F)cc1Cl,-4%,-4%,-3%,0.7%,10%,14%,-9%,10%,-2.8%
C=CCNc1nc(Nc2ccc(OC)cc2OC)nc(OCC)n1,-9%,18%,1%,-0.2%,8%,3.6%,20%,4%,-6.7%
Cc1cc(C)cc(N2CN=c3s/c(=C\c4ccco4)c(=O)n3C2)c1,-10%,-2%,-11%,9.9%,6%,1.2%,9%,10%,-5.9%
O=C(O)Cc1ccc(NC(=O)c2ccc(NC(=O)C3CC3)cc2)cc1,-3%,-10%,22%,0.6%,4%,0.1%,-5%,-7%,/
O=C(CSc1ncn[nH]1)NC12CC3CC(CC(C3)C1)C2,-4%,-10%,32%,-1.0%,14%,-0.4%,5%,0%,-5.5%
C#CC(C)(CC)NC(=O)c1cc2nc(C3CC3)cc(C(F)(F)F)n2n1 (stereo not drawn),-6%,-3%,28%,6.0%,1%,0.0%,-4%,11%,-6.9%
Cc1nnc(SCC(=O)N2CCc3ccccc32)n1-c1ccccc1,-3%,-1%,-1%,-0.5%,2%,1.3%,3%,-2%,-7.8%
O=C(NNc1cccc(Cl)n1)c1ccc(Cl)nc1,-2%,-1%,?,1.1%,6%,0.1%,13%,0%,-4.7%
COc1ccc(Cl)cc1NC(=O)c1cccc(NC(=O)CCC(=O)O)c1,0%,0%,2%,-0.4%,7%,1.6%,22%,-7%,-1.1%
Cc1c(C)c(C)c(C(=O)c2ccc(NC(=O)c3ccccc3C(=O)O)cc2)c(C)c1C,-4%,1%,17%,16%,10%,1.6%,15%,11%,/
Cc1ccc2c(C(=O)CN3CCN(c4ccccc4)CC3)c(C)[nH]c2c1,-8%,-7%,2%,-3.0%,10%,0.5%,2%,-1%,-1.9%
COc1ccc(Cl)cc1Nc1nc(N)c2ccccc2n1,-8%,-5%,12%,0.2%,4%,?,9%,8%,/
COc1cc(C)nc(Nc2nc(C)c(C(C)=O)s2)n1,8%,-8%,14%,-2.6%,-6%,3.6%,0%,0%,-8.0%
COc1ccc(NC(=O)c2cccc(S(=O)(=O)Nc3ccc(Br)cc3)c2)cn1,-4%,-6%,2%,5.1%,8%,15%,14%,-7%,-6.8%
CCOC(=O)c1ccc(NC(=O)CNC(=O)C23CC4CC(CC(C4)C2)C3)cc1,-4%,-2%,-1%,2.2%,-3%,1.0%,2%,-1%,-2.9%
# (continued)
SMILES,NS5 inhibitors,LYP phosphatase,AID2073,HIV peptide binding,Rac1 GTP hydrolysis,RSV antiviral HEp-2,Large T inhibition,SIAH1 antagonists,XIAP displacement
O=C(Nc1ccc2ccccc2c1)NC1CCS(=O)(=O)C1 (stereo not drawn),-4%,-6%,-7%,0.8%,12%,4.0%,7%,-5%,-9.0%
COc1ccc(NC(C)C(=O)N/N=C/c2cc(Br)ccc2OC)cc1 (stereo not drawn),3%,3%,-7%,-4.0%,11%,4.2%,5%,-2%,-7.6%
O=C1NC(=NCc2ccccc2)S/C1=C\c1ccccc1,-2%,10%,2%,7.7%,7%,1.8%,1%,32%,5.9%
COc1nc(-c2ccc(Cl)cc2)nnc1C,-7%,2%,6%,1.0%,4%,?,7%,1%,-3.0%
Cc1ccc(S(=O)(=O)N(C)C)cc1NC(=O)COC(=O)c1ccc(Cl)cc1,0%,1%,-9%,0.5%,-1%,-0.5%,5%,15%,-2.2%
Nc1nnnn1/N=C/c1cccs1,-3%,-4%,-2%,-1.7%,3%,-0.8%,15%,3%,-0.2%
COCCn1nnnc1C(c1cccs1)N1CCCC(C)C1 (stereo not drawn),-2%,-7%,3%,0.5%,4%,1.1%,7%,7%,-5.9%
CCCCn1nnc(NC(=O)C(c2ccccc2)c2ccccc2)n1,-7%,-2%,-6%,0.0%,6%,2.6%,3%,0%,-3.6%
CN1CCN(C(=O)CCc2nc3ccccc3c(=O)[nH]2)CC1,-1%,-1%,-3%,-0.5%,14%,1.9%,5%,0%,-1.7%
N=C1/C(=C\c2ccc(-c3cc(Cl)cc(Cl)c3)o2)C(=O)N=C2SC=C(c3ccccc3)N12,2%,2%,22%,13%,10%,5.0%,-2%,3%,-4.0%
